Source: PubChem (several laboratories)
AI-2 QS mod = modulates the Vibrio harveyi AI-2 quorum sensing system. 0.4% of 300,000 active. Vibrio harveyi JMH597 AI-2 luminescence/OD600 ratio, 9 h; active compounds read low; strain lacks LuxN and CqsS sensors; 0 = neutral-control median. activity change, % at 7.5 µM; in the data active = activity change below about -75%, passing the limit was not always enough; inconclusive = no clear call, values can overlap the other calls;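 note: luminescence divided by OD600 gain over 9 h not by final OD600 alone; inactives centre near 13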
Platelet DG rel = platelet dense granule release activity; human platelet-rich plasma, SFLLRN dense granule ATP release, luminescence; inhibition, %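 (compounds screened at 7.5 µM in platelet-rich plasma)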; AID 1663; 0.22% of 300,000 active;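 active = mean replicate score, as percent of positive control, at or above 50; inconclusive = mean below 50 but at least one replicate at or above 50; inactive = mean and every replicate below 50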
HSP90 refold inh = blocks HSP90-mediated luciferase refolding in reticulocyte lysate; Rabbit reticulocyte lysate, luciferase refolding luminescence, 3 h; inhibition, % at 5.6 µM; 0.91% of 290,000 active;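 active = inhibition above the screen-wide mean plus 3 SD, computed separately per campaign, cut at about 16% in these data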;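 note: 0% = DMSO wells and 100% = 60 µM geldanamycin wells; inhibitors lower the luminescence because luciferase stays unfolded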
aSyn UTR inh = MLPCN primary screen, SNCA 5' untranslated region; 0.82% of 300,000 active; inhibition, % (tested at 7.5 µM); AID 1813; alpha-synuclein 5'UTR reporter, inhibitor activity; in the data active = inhibition above about 60%; inconclusive = no clear call, values can overlap the other calls;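 note: H4 neuroglioblastoma cells stably carrying SNCA 5'UTR luciferase fusion; 0% = DMSO wells and 100% = positive control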
KLF5 inhibitor = kruppel-like factor 5 inhibition; AID 1700; 0.23% of 290,000 active; inhibition, % at 5 µM; DLD-1 KLF5 promoter-luciferase reporter, luminescence;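 active = inhibition above a per-plate limit of that plate's mean compound inhibition plus 3 SD, cut at about 60% in these data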;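 note: 0% = DMSO wells and 100% = LY294002 at 200 µM; higher means less KLF5 promoter-driven luciferase light; inactives centre near -14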
IEC-6 cytotox = counter-screen for KLF5 inhibitors: cytotoxicity in IEC-6 cells. IEC-6 cytotoxicity, luminescence viability. inhibition, % at 5 µM. 0.78% of 290,000 active; in the data active = inhibition above about 22%;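 note: 0% = plate median of test compound wells and 100% = cytotoxic reference compound wells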
HIF activator = HIF pathway transcriptional activation | U2OS HRE-luciferase reporter, luminescence; normalized: DMSO 0%, desferrioxamine 100% | activation, % at 7.5 µM (by protocol) | 0.32% of 300,000 active;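 active = mean activation of at least 10% of the iron chelator positive control signal, with at least half of replicates also reaching 10%; inconclusive = mean and replicate majority disagree about reaching 10%; inactive = mean and most replicates under 10%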
HSF-1 act = increases HSF-1 driven luciferase reporter signal. 1.7% of 300,000 active. AID 504408. NIH3T3-HGL HSF-1 luciferase reporter, MG132, 8 h; 100% = twice DMSO control signal. activation, % at 9 µM;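 active = mean replicate activation of at least 50% with a set share of replicates each reaching 50%; inconclusive = only one of those two conditions met; inactive = mean below 50% and too few replicates reaching it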;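 note: 0% = median of the neutral control wells and 100% = twice that signal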
HDAC3 inh = human HDAC3 inhibition; inhibition, % at 8.3 µM; O15379; recombinant HDAC3, fluorogenic peptide/trypsin coupled, fluorescence; 0.15% of 320,000 active; AID 2718; in the data active = inhibition above about 26%, passing the limit was not always enough; inconclusive = no clear call, values can overlap the other calls
Target sequence (O15379 whole entry, looked up): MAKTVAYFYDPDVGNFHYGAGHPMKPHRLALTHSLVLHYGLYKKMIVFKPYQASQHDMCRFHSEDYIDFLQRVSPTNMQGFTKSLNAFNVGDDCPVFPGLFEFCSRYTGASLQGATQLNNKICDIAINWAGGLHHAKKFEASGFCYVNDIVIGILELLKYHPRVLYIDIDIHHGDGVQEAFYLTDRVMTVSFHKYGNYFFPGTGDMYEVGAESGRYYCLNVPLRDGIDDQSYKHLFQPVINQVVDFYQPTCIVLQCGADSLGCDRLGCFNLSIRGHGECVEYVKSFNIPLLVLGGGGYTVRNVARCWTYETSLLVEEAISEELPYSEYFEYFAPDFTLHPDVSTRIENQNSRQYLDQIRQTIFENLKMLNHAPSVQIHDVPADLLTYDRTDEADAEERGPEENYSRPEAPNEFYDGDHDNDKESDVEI
HSF1 inh = HSF1 inhibition; activity change, negative = inhibition, % at 7.5 µM (by protocol); AID 2098; NIH3T3-HGL HSE-luciferase, MG132-induced, luminescence 8 h; active compounds read low; 0.77% of 300,000 active;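 active = more than half of replicate wells show activity change below -50%, luminescence cut by over half; inconclusive = some wells, but at most half, below -50%; inactive = no replicate well below -50%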;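 note: luciferase reports HSF-1 transcriptional activity via heat shock element; 0% = median of DMSO wells and -100% = zero luminescence signal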
Starred values were filed as active, the others as inactive; ? = inconclusive; . = not tested or not shown.

SMILES	AI-2 QS mod	Platelet DG rel	HSP90 refold inh	aSyn UTR inh	KLF5 inhibitor	IEC-6 cytotox	HIF activator	HSF-1 act	HDAC3 inh	HSF1 inh
COc1ccc(N=Cc2c(O)n(-c3cccc(C)n3)c(=O)c3ccccc23)cc1	13	0	2	4	-9	-2	0.0	1	8	-3
O=[N+]([O-])c1ccccc1S(=O)(=O)Nc1ncccn1	12	11	-2	-9	-15	-2	-0.1	9	3	-4
CCOc1ccc(N2CC(C(=O)NCc3ccco3)CC2=O)cc1 (stereo not drawn)	.	-1	0	-4	-9	-5	-0.3	-1	5	-5
COc1ccccc1CN(Cc1nc2ccccc2c(=O)[nH]1)C(=O)Nc1ccc(C)cc1	4	0	3	-43	-27	0	0.6	20	5	0
CC(=O)c1cc(NC(=O)c2ccc(Cl)cc2)c(=O)oc1/C=C/N(C)C	26	0	-2	-28	-35	-1	0.5	-5	-6	-11
Clc1ccc(Nc2ccc(NCc3ccccc3)nn2)cc1	-55	-6	5	-72	7	10	0.5	16	1	14
Cc1cc(Br)cn2cc(C(=O)O)nc12	0	10	3	-9	-21	-5	-0.3	2	-1	-2
CCC(=O)N1c2ccc(S(=O)(=O)N(CCO)Cc3ccccc3)cc2CC1C (stereo not drawn)	-11	-1	-3	6	-23	-2	0.3	2	3	0
CC1O[C@@H](O[C@H](C)CC[C@@H](C)O[C@H]2OC(C)[C@@H](O)C[C@H]2O)C(O)C[C@H]1O (stereo partly drawn)	25	-4	.	-24	.	.	-4.2	8	-8	2
CC(C)CC(CO)N1CCN(C(=O)c2cccc(C(F)(F)F)c2)CCC1=O (stereo not drawn)	11	0	1	13	2	-3	-1.7	-5	6	-4
CN(C(=O)c1cc2n(n1)C(C(F)(F)F)CC(c1ccco1)N2)c1ccc(OC(F)(F)F)cc1 (stereo not drawn)	7	1	0	-7	-31	-4	-0.2	2	6	-6
C/C(=N\NS(=O)(=O)c1ccccc1)c1cc(Cl)cc(Cl)c1O	13	7	-3	12	-20	-4	0.4	-8	4	-4
CCCCNC(=O)CSc1nc2ccccc2n1S(=O)(=O)c1ccc(Cl)cc1	2	-8	-2	-12	1	5	-4.9	-9	-9	-2
CCOc1ccccc1OCC(=O)Nc1cc(S(=O)(=O)N2CCCCC2)ccc1N1CCN(CC)CC1	16	-1	.	4	.	.	1.4	-9	-3	-3
Cc1c(NC(=O)Cc2ccccc2)cccc1C(=O)NN1C(=O)c2ccccc2C1=O	2	20	1	40	-4	-4	0.2	4	-1	-4
CC(=O)CCC(=O)N1CCC(n2nccc2NC(=O)c2ccccc2C)CC1	24	-19	7	-24	-22	-6	-0.1	-24	.	-11
Cn1c(CCN2CCCCC2)nc2cc(NS(=O)(=O)c3ccc(Cl)cc3)ccc21	17	-2	.	14	.	.	0.4	62*	-4	24
Cn1c(SCC(=O)NCCN2C(=O)CSC2=O)nnc1-c1ccccc1	12	0	1	-9	-13	2	-0.7	-5	5	-7
Nc1cc(-c2ccc(Cl)cc2)nn1S(=O)(=O)c1ccc(Cl)cc1	18	7	-1	-5	-14	1	-0.1	16	1	9
COc1cc(COc2ccc3c(C)c(Cc4ccccc4)c(=O)oc3c2)cc(OC)c1OC	20	0	5	4	-14	5	-1.4	13	2	-1
O=C(NCCN1CCCC1)c1ccc2c(c1)N(Cc1cccc(Cl)c1)C(=O)c1ccccc1S2(=O)=O	27	0	-3	-22	-5	-7	-0.5	20	9	9
Cc1ccccc1NC(=S)N1CCN(c2ccccc2Cl)CC1	5	-8	2	0	-21	3	1.3	6	-1	-1
Cc1ccc2c(CC(=O)NCc3ccc4c(c3)OCO4)coc2c1	6	-8	-1	-6	-59	-5	-4.3	8	2	-2
Cc1ccnc(NC(=O)CCC(=O)N(CC(=O)NCc2ccc(F)cc2)Cc2ccco2)c1	-1	-2	0	10	0	3	-0.2	-2	0	-12
Nc1ccc(N2CCCCC2)cc1N1CCCCC1	24	3	3	85*	-15	6	1.4	-8	3	3

Later entries:
SMILES	AI-2 QS mod	Platelet DG rel	HSP90 refold inh	aSyn UTR inh	KLF5 inhibitor	IEC-6 cytotox	HIF activator	HSF-1 act	HDAC3 inh	HSF1 inh
C/C(=N\NC(=O)CNC(=O)c1ccncc1)c1ccc(C)cc1	28	1	3	-7	-28	6	-0.4	13	-8	4
COc1ccc(-c2ccc(SCC(=O)Nc3nnc(C)s3)nn2)cc1	18	21	-2	-87	-52	2	0.4	21	9	4
CCOC(=O)C1(Cc2ccccc2)CCN(Cc2csc(C(C)=O)c2)CC1	18	6	-3	-9	18	-8	-0.3	9	4	0
CCn1c2ccccc2c2nnc(SCC(N)=O)nc21	16	7	2	-5	-3	-2	0.0	-16	9	-3
Cc1cc(NC(=O)c2cc(-c3cccnc3)nc3c(C)c(C)ccc23)no1	11	8	0	13	-6	-2	-0.5	27	-6	1
CS(=O)(=O)N(CC(=O)N1CCN(c2ccccc2)CC1)Cc1ccc(Cl)cc1	20	9	2	-15	-53	-3	0.1	15	?	8
CCC(=O)N1CCN(c2ccc(NC(=S)NC(=O)COc3ccccc3)cc2)CC1	-10	4	-2	-9	-21	6	0.2	-33	0	-12
O=[N+]([O-])c1cccc(/C=N/NC2=NCCCCC2)c1	31	-1	3	-29	-8	8	1.1	11	6	15
O=C(NCC(=O)N1CCCCCC1)c1ccc(OC(F)F)cc1	29	2	-2	-21	-3	1	-0.4	8	-2	-9
CC1=C(C(=O)OCC2CCCO2)C(c2ccc(O)cc2)NC(=O)N1 (stereo not drawn)	4	-4	1	-19	-12	-2	-0.4	-6	-3	-1
O=C(NCC1CCCO1)c1cccc(N2CCCC2=O)c1 (stereo not drawn)	18	-3	3	-7	-30	-3	0.6	-4	-1	1
O=C(CN1C(=O)COc2ccccc21)N(Cc1cccnc1)Cc1cccc(F)c1	23	7	0	-26	-17	2	-0.3	-13	4	0
Cc1ccc(OCC(=O)NNC(=O)c2cccnc2)cc1	26	-2	0	-5	-30	-5	0.2	-3	-2	-2
COc1ccc(CCC(=O)OC(C)C(=O)c2ccc(C)cc2)cc1 (stereo not drawn)	-1	9	4	3	-4	-4	-0.7	-11	0	-2
C=CCN(c1ccc(Cl)cc1)S(=O)(=O)c1cccc(C(=O)O)c1	18	5	3	-3	1	-1	0.2	-11	-1	-5
CC1(C)NC(=O)N(CC(=O)OCC(=O)Nc2sccc2C#N)C1=O	31	-6	2	-1	-15	-5	-0.9	39	2	7
COc1ccc(-c2cc(=O)oc3c(C)c(OCC(=O)N(C)C)ccc23)cc1	1	0	0	28	14	4	0.5	23	?	1
Cc1cc(C)c(C#N)c(SCc2ccccc2[N+](=O)[O-])n1	0	-2	-4	18	-5	1	-0.3	25	.	6
CCOc1ccc(CNC(=O)C2CCN(C(=O)N3CC(C)Oc4ccccc43)CC2)cc1 (stereo not drawn)	19	3	1	3	-3	-1	-0.1	5	-7	-3
CCOC(=O)NC(=O)CSc1ccc2ccccc2n1	24	2	-1	-7	-17	6	-0.1	10	1	-1
Cc1ccc(CN2CCN(Cc3cc(=O)c4ccccc4[nH]3)CC2CCO)o1 (stereo not drawn)	11	1	-4	0	-9	-4	0.1	3	1	4
Cc1ccc(N2C(=O)CC(c3c[nH]c4ccccc34)C2=O)cc1 (stereo not drawn)	9	-4	3	6	-33	1	0.7	20	-1	14
N#Cc1c(-c2ccccc2)nc2n(-c3ccccc3)nc(C(=O)Nc3ccccc3)n2c1=O	8	-2	1	-45	10	0	-0.4	7	-2	0
CN1CCc2c(sc3nc(SCC(N)=O)n(-c4ccccc4)c(=O)c23)C1	2	1	2	1	-1	0	0.1	-2	2	-1
Cc1c(NS(=O)(=O)c2ccccc2)cc(Cl)c(O)c1C	7	0	0	11	-5	6	-0.6	-6	0	-4

New compounds follow.
SMILES	AI-2 QS mod	Platelet DG rel	HSP90 refold inh	aSyn UTR inh	KLF5 inhibitor	IEC-6 cytotox	HIF activator	HSF-1 act	HDAC3 inh	HSF1 inh
O=C(Cc1cccc2ccccc12)N/N=C/c1ccc(F)cc1	2	29	-3	18	-6	0	-0.8	3	0	1
COc1ccc(N2CCN(C(=O)c3cn(C)c(=O)c4c3c3ccccc3n4C)CC2)cc1	20	-3	-6	11	5	-4	-0.2	-15	5	0
CCOc1ccc(C(=O)CCC(=O)Nc2ccccc2C)cc1	11	-3	0	-10	-33	-2	-0.8	3	-4	5
Cc1cc2nc(CSc3ccc(Cl)cc3)cc(=O)n2[nH]1	40	-3	0	16	0	-4	-0.1	13	-3	10
N#CC1=C(S)N(c2ccccc2)C(c2ccc(-c3cc(Cl)ccc3Cl)o2)NC1=O (stereo not drawn)	13	8	-4	3	-16	-4	-0.4	-8	12	-6
CC[N+]1(CC(O)COC2CC(C)CC(C)(C)C2)CCOCC1 (stereo not drawn)	8	1	2	16	0	3	-0.2	-43	13	-29
CSc1ccc(CN(C)C(=O)C(c2ccccc2)c2ccccc2)cc1	24	-7	2	2	-15	-8	1.7	37	6	11
CNS(=O)(=O)c1ccc(NC(=O)c2ccoc2C)cc1	37	1	-5	-25	-15	-6	0.2	0	-6	0
CCOC(=O)c1cnc2sc3c(n2c1=O)CCCC3	.	.	5	.	6	12	.	.	-47	.
O=S(=O)(NCc1ccccc1)NCc1ccccc1	4	3	-3	0	-16	-6	-0.2	8	-5	-4
COc1cc(/C=C2\SC(c3ccc(C)cc3)=NC2=O)cc(OC)c1OC	8	3	0	2	-10	2	0.7	7	-1	-2
Cc1ccc(S(=O)(=O)NC(=O)COc2ccccc2C)cc1	.	.	1	.	-21	-12	.	.	-2	.
CN(C)c1ncc(S(=O)(=O)c2ccc(Cl)cc2)c(-c2ccc(Cl)cc2Cl)n1	-8	-19	0	0	1	-1	-0.6	8	-5	-6
COc1ccc(S(=O)(=O)Nc2ccc3c(c2)OCO3)cc1C	17	1	4	-5	7	1	0.0	1	4	4
COc1cccc(Nc2nc3ccccc3c(=O)[nH]2)c1	-12	1	-1	-47	-21	12	-0.1	-7	5	6
COc1cc2c(cc1OC)CN(CC(=O)Nc1ccc(S(=O)(=O)N(C)C)cc1)CC2	9	-8	-1	13	-10	-2	-0.4	-14	-10	-2
CCN1CCN(c2cc(SC(C)C)nc(-c3ccc(OC)cc3)n2)CC1	11	0	5	2	5	10	-0.7	12	.	9
C=C(C)[C@@H]1CC[C@]2(C(=O)O)CC[C@]3(C)C(CCC4[C@@]5(C)CC[C@H](O)C(C)(C)C5CC[C@]43C)C12 (stereo partly drawn)	41	-7	5	21	14	5	-0.3	-2	-2	4
CC(C)c1nc(SCC(=O)Nc2cccc(S(N)(=O)=O)c2)n[nH]1	5	-37	-4	1	6	-2	0.1	-24	2	-10
CCOC(=O)c1ccc(N2CCOCC2)c(NC(=O)c2c(-c3ccccc3)noc2C)c1	14	2	4	46	50	61*	-0.1	5	12	-5
CNC(=O)C1CCN(S(=O)(=O)c2c(C)noc2/C=C/c2ccc(C)cc2)CC1	21	1	1	-1	-8	14	0.0	1	-2	-1
